SMN2 splice up = qHTS Assay for Enhancers of SMN2 Splice Variant Expression; HEK293 SMN2-luciferase splicing reporter, luminescence, 30-36 h; Potency, µM (series often up to 46.1 µM), for inactives: at the top dose activity change, positive = activation, most hits filed as activators; 210,000 compounds, 2.8% hits; further: % of control where 0% means no effect; nearly all actives have a fitted effect of over 55% in size
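qHTS luciferase splicing reporter: luminescence rises when SMN2 exon 7 is included in transfected HEK293 cells. Compound exposure lasted 30-36 h at 37C, with 4.5 mM final sodium butyrate as control, followed by a ONE-Glo read.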
GAA spleen mod = qHTS Assay for Inhibitors and Activators of Human alpha-Glucosidase From Spleen Homogenate; human spleen homogenate, 4-MU-alpha-glucoside fluorescence; Potency, µM (titrated, usually from 79.9 µM), for the others: top-dose activity change, negative = inhibition, usual class: inhibitors; 240,000 compounds, 0.006% hits; AID 2112, 2009;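 further: 0% = enzyme with vehicle and -100% = no enzyme basal signal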
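Human spleen homogenate (1 ug) incubated with compounds and 1 mM 4-methylumbelliferyl-alpha-D-glucopyranoside in pH 5.0 citrate/phosphate buffer, 37 C, 40 min. Stopped at pH 10; 4-MU fluorescence (Ex 365/Em 440 nm); AC50 by Hill fit.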
KDM4E inh = qHTS Assay for Inhibitors of Human Jumonji Domain Containing 2E (JMJD2E) | Potency, µM (doses to about 57.1 µM), for the others: at the highest dose activity change, negative = inhibition, usual class: inhibitors | AID 2147, 2009 | JMJD2E catalytic domain, FDH-coupled NADH fluorescence (FDH is formaldehyde dehydrogenase) | 230,000 compounds, 1.6% hits; active means well fitted inhibition curve with a large enough effect, not every such curve was filed as active; inconclusive means small, poorly fitted or top-dose-only effect, or another doubt; inactive means no such curve, though single readings can be large or run the other way;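 further: 0% = wells with enzyme and -100% = buffer wells without enzyme; nearly all actives have a fitted effect of over 50% in size; many of its hits are not listed in these tables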
Target sequence (B2RXH2 1-337 limits assumed): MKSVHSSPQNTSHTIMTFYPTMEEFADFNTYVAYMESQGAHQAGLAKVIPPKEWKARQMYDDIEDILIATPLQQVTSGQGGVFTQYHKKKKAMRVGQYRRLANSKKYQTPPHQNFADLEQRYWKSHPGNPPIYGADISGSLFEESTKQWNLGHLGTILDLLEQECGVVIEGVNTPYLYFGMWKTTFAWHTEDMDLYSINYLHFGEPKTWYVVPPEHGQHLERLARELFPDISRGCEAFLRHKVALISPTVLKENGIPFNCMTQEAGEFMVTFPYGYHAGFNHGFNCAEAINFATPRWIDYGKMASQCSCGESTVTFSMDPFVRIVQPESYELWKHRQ
GAA inhib = qHTS Assay for Inhibitors of Human alpha-Glucosidase as a Potential Chaperone Treatment of Pompe Disease. Lysosomal alpha-glucosidase (Homo sapiens), P10253. purified human GAA, 4-MU-alpha-glucoside fluorescence. Potency, µM (top dose mostly 76.9 µM), without a hit: top-dose activity change, negative = inhibition, usual class: inhibitors. 200,000 compounds, 0.005% hits;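 further: plate controls were uninhibited enzyme wells for no effect and no-enzyme background for full effect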
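Enzyme (4 nM final) mixed with compound (up to 77 uM), then 4-MU-alpha-D-pyranoside (400 uM final) added; 20 min at room temperature, pH 5.0. Reaction stopped at pH 10, fluorescence read, AC50 derived by Hill fit.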
GLA spleen mod = qHTS Assay for Inhibitors and Activators of Human alpha-Galactosidase From Spleen Homogenate. Alpha-galactosidase A (Homo sapiens), P06280. human spleen homogenate, 4MU-alpha-Gal fluorescence, 40 min. Potency, µM (top dose mostly 80 µM), for inactives: at the top dose activity change, negative = inhibition, most hits filed as inhibitors. 240,000 compounds, 0.008% hits. AID 2107, 2009;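 further: 0% = enzyme with vehicle and -100% = no enzyme basal signal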
Target sequence (P06280 32-429 limits assumed): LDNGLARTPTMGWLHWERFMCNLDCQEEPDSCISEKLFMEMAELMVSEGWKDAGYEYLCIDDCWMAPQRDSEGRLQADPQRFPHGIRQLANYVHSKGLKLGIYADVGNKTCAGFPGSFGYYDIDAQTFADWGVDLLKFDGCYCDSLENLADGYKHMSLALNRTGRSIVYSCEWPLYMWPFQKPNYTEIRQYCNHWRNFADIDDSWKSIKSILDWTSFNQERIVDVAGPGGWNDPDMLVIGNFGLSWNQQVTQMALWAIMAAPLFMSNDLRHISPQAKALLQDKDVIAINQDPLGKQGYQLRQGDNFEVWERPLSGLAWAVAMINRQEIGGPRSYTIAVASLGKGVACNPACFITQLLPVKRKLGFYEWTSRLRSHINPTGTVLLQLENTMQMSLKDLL
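Human spleen homogenate (1 ug) as enzyme source, 4-methylumbelliferyl-alpha-D-galactopyranoside 1 mM final, citrate/phosphate pH 5.0 with 0.01% Tween-20. Compounds 40 min at 37C, NaOH/glycine stop; fluorescence Ex 365/Em 440, Hill-fit AC50.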
GoLoco inh red = qHTS Assay for Inhibitors of RGS12 GoLoco Motif Activity (Red Fluorophore) | AID 880, 2007 | Potency, µM (series often up to 61.6 µM), for inactives: top-dose activity, negative = inhibition, actives largely listed as inhibitors | Gai1:RGS12 GoLoco peptide FP, rhodamine, 10 min | 230,000 compounds, 0.44% hits | Guanine nucleotide-binding protein G(i) subunit alpha-1 (Homo sapiens), P63096; active means well fitted inhibition curve with a large enough effect, not every such curve was filed as active; inactive means no such curve, though single readings can be large or run the other way; further: on the % scale 0 is the no-effect control and ±100 the full control effect; nearly all actives have a fitted effect of over 30% in size; many of its hits are not listed in these tables
Target sequence (P63096 whole entry, looked up): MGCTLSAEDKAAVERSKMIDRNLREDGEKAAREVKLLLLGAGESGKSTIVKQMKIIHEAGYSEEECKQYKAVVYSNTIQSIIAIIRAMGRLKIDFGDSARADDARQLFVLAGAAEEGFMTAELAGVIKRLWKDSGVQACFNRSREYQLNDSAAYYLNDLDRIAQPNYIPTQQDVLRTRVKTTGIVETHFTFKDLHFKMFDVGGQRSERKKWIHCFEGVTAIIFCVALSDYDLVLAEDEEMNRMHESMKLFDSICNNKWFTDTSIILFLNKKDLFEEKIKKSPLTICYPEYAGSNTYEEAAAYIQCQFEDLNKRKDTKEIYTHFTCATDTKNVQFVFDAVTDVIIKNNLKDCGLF
GAA glycogen = qHTS Assay for Inhibitors and Activators of Human alpha-Glucosidase Cleavage of Glycogen | Lysosomal alpha-glucosidase (Homo sapiens), P10253 | recombinant GAA, glycogen substrate, Amplex Red glucose oxidase fluorescence | Potency, µM (series often up to 76.4 µM), for the others: at the highest dose activity change, negative = inhibition, most hits filed as inhibitors | 300,000 compounds, 0.38% hits | AID 2100, 2009;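 further: 0% = full enzyme reaction and -100% = no-enzyme basal signal; the screen sought inhibitors and activators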
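Recombinant enzyme (4 nM final) with compounds titrated up to 77 uM and bovine liver glycogen (30 ug) in citrate pH 5.0, 0.01% Tween-20, 37 C 40 min. Released glucose detected by Amplex Red/glucose oxidase (Ex 573/Em 610); AC50 from Hill fits.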
ALDH1A1 inh = qHTS Assay for Inhibitors of Aldehyde Dehydrogenase 1 (ALDH1A1) | Aldehyde dehydrogenase 1A1 (Homo sapiens), P00352 | Purified ALDH1A1, NADH fluorescence, propionaldehyde substrate | Potency, µM (top dose mostly 75.3 µM), without a hit: top-dose activity, negative = inhibition, usual class: inhibitors | 220,000 compounds, 7.3% hits | AID 1030, 2008; active means well fitted inhibition curve with a large enough effect, not every such curve was filed as active; inconclusive means small, poorly fitted or top-dose-only effect, or another doubt; inactive means no such curve, though single readings can be large or run the other way;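 further: plate controls were no enzyme wells and a reference inhibitor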
* = called active by the depositor; u = inconclusive; x = no result given; [ ] = remark or other dose. Unless noted, the call rests on the fitted dose curve; in most records, active means well fitted curve in the direction sought with a large enough effect; inconclusive means small, poorly fitted or top-dose-only effect, or another doubt; inactive means no such curve, though single readings can be large; an effect the other way counts as inactive or inconclusive. Potency means the concentration at half of the fitted maximal effect. Some of the compounds tested; count on the stated rates, not on these rows.

SMN2 splice up	GAA spleen mod	KDM4E inh	GAA inhib	GLA spleen mod	GoLoco inh red	GAA glycogen	ALDH1A1 inh	compound
-46.5%[inhibitor]	0.3%	7.7%	-1.6%	11.7%	-8.5%	-8.0%	-2.4%	Cc1ccc(C2CC(=O)c3cnc(N4CCN(c5ccccc5)CC4)nc3C2)cc1 (stereo unspecified)
x	3.1%	-13.7%	8.1%	-6.9%	9.8%	1.8%	5.9%	Cc1cc2nc3c(c(C(F)(F)F)n2n1)CCCC3
x	0.8%	-0.1%	-0.3%	-1.9%	-9.9%	10.4%	u	O=C(CN(Cc1cccs1)C(=O)CCC(=O)Nc1ccccn1)NCc1ccccc1
-8.4%	-6.1%	-21.2%	-5.6%	-3.0%	85.9%[activator]	u	15.8µM*	CCn1c2ccccc2c2nnc(NN)nc21
4.9%	-7.8%	4.6%	-2.0%	8.8%	-1.9%	-8.4%	7.5%	O=C(COC(=O)Cc1c(Cl)cccc1Cl)Nc1ccc(OC(F)(F)F)cc1
-1.0%	-4.5%	2.2%	-2.9%	2.0%	3.7%	11.5%	-3.0%	Nc1nnc(SCC(=O)N2CCc3ccccc32)n1-c1ccccc1
-16.5%	-8.9%	x	x	-0.2%	0.3%	x	u	COc1ccc(NC(=O)N2CC[C@@]3(CCCN(C(=O)c4csnn4)C3)C2)cc1
-2.7%	-4.8%	-0.1%	-1.8%	-0.6%	17.4%	4.9%	3.6%	CCCCn1c(-c2nonc2N)nc2ccccc21
3.5%	-2.4%	1.2%	-33.1%	-2.9%	9.4%	10.3%	-2.0%	Cc1ccc(/C=C/S(=O)(=O)N2CCC(C(=O)O)CC2)cc1
3.8%	3.4%	2.5%	-0.3%	-2.9%	-1.0%	7.6%	14.7%	Cc1ccc(C(=O)N(c2c(C)n(C)n(-c3ccccc3)c2=O)C(C)C)cc1
x	-7.5%	-4.6%	x	-5.2%	-8.6%	6.5%	x	Fc1ccc(N2CCN(Cc3c[nH]c4ccccc34)CC2)cc1
-11.1%	-4.5%	-0.6%	-7.5%	-5.3%	-9.9%	-3.5%	-10.5%	O=C(c1noc2c1CCCC2)N1CCN(Cc2ccccc2)CC1
-30.5%[inhibitor]	-1.2%	1.2%	-1.8%	-4.8%	18.9%	-14.7%	u	CCN(CC)S(=O)(=O)c1cc(C(=O)N(C)CC(=O)Nc2ccc(Cl)cc2)ccc1Cl
-12.3%	3.7%	3.3%	-7.6%	4.0%	-4.3%	-1.2%	u	O=C(c1ccc(S(=O)(=O)N2CCCCC2)cc1)N1CCCc2ccccc21
2.1%	-6.4%	-0.3%	-0.9%	-7.6%	-12.3%	-1.8%	6.1%	Cc1ccc(NCCc2ccc(C)nc2)cc1
5.2%	-11.3%	-4.8%	-0.5%	2.1%	3.8%	-0.8%	u	Cc1cc(C)nc(-n2nc(C)cc2NC(=O)CN2CCCC2)n1
0.2%	2.2%	-4.5%	-8.9%	10.0%	-0.7%	3.1%	u	O=C(CSc1nnnn1C1CCCCC1)N1c2ccccc2Sc2ccccc21
8.5%	2.7%	-4.4%	3.7%	-1.0%	2.7%	6.5%	17.8µM*	O=C(Oc1ccccc1)c1ccc(NC(=O)c2ccco2)cc1
-0.4%	-1.1%	u	1.6%	5.7%	2.2%	9.3%	u	Clc1ccc(CNc2cnccn2)cc1
-7.7%	2.1%	4.6%	0.5%	1.8%	8.3%	-0.8%	14.4%	O=C(NCc1ccccn1)NC1CCCCC1
4.7%	-11.3%	-5.1%	-7.7%	16.8%	8.2%	-1.9%	-1.2%	CCc1ccc(NC(=O)Cc2cn(C)c3ccccc23)cc1
12.9%	2.6%	3.0%	-2.4%	4.4%	18.6%	3.0%	14.1%	Cc1cc2c(c(=O)n1CCN(C)C)C(c1ccc(Cl)cc1)C(C#N)=C(N)O2 (stereo unspecified)
-4.3%	-9.5%	8.3%	-16.8%	-10.6%	0.2%	3.8%	4.8%	CCOC(=O)NCc1ccc2c(c1)OCO2
-2.4%	4.6%	-4.7%	-0.6%	-3.2%	-0.6%	2.5%	-6.9%	Cn1c(=O)c2c(n(Cc3ccccc3)c1=O)NC(=O)C2CC(=O)N1CCc2ccccc2C1 (stereo unspecified)
8.6%	-28.7%	u	-6.9%	-9.7%	0.8%	-2.8%	u	COc1ccc(-c2[nH]nc3oc(=O)cc(C)c23)cc1
6.3%	12.6%	-1.3%	-9.1%	13.6%	-5.0%	-3.1%	0.7%	Cc1ccsc1/C=C(\C#N)C(=O)Nc1c(C)n(C)n(-c2ccccc2)c1=O
-9.2%[1.84 µM]	-6.5%	4.8%	-2.6%	-0.4%	-5.6%	8.0%	3.6%	N/C(=N\OC(=O)COc1ccccc1)c1ccccn1
2.6%	-1.5%	3.2%	-0.7%	3.7%	1.3%	-18.8%	22.4µM*	O=C(NNS(=O)(=O)c1ccc(Cl)cc1)C1CCN(Cc2ccccc2)CC1
-2.6%	-2.9%	3.9%	u	21.2%	2.6%	-0.1%	2.1%	FC(F)(F)c1nnc(-c2ccccc2)nc1Oc1ccccc1
28.9%	0.8%	-3.9%	u	2.3%	4.8%	-3.0%	u	O=C(Oc1cccc(NC(=O)c2ccco2)c1)c1cccc(S(=O)(=O)N2CCCC2)c1

Limited to GoLoco inh red, GLA spleen mod and GAA inhib, for two of the compounds above:
| canonical_smiles | GoLoco inh red | GLA spleen mod | GAA inhib |
| --- | --- | --- | --- |
| Cc1ccc(/C=C/S(=O)(=O)N2CCC(C(=O)O)CC2)cc1 | 9.4% | -2.9% | -33.1% |
| COc1ccc(-c2[nH]nc3oc(=O)cc(C)c23)cc1 | 0.8% | -9.7% | -6.9% |

(continued)
SMN2 splice up	GAA spleen mod	KDM4E inh	GAA inhib	GLA spleen mod	GoLoco inh red	GAA glycogen	ALDH1A1 inh	compound
20.3%	6.0%	1.1%	-6.4%	4.9%	11.2%	-19.4%	-16.2%	COc1ccc(C(=O)N2c3ccc(F)cc3CCC2C)cc1OC (stereo unspecified)
x	-1.5%	22.1%	15.3%	-1.3%	12.5%	8.8%	0.8%	S=C(NCCCN1CCOCC1)N1CCN(c2nc(-c3ccc(Cl)cc3)cs2)CC1
-36.8%[inhibitor]	5.5%	4.2%	-3.3%	5.2%	19.5%	2.1%	u	Cc1c(NC(=O)c2ccc(N3CCCC3)c([N+](=O)[O-])c2)cccc1-c1nc2ccccc2s1
-3.1%	8.4%	3.6%	x	0.7%	0.0%	x	u	COc1cccc([C@@H]2Oc3ccc(OC)cc3C[C@H]2OC(=O)N[C@H]2CCCc3ccccc32)c1
-18.7%	4.6%	1.4%	2.6%	5.4%	1.9%	-8.2%	-2.2%	CCCCn1c(SCc2ccccn2)nc2c1c(=O)n(C)c(=O)n2C
-0.1%[9.22 µM]	5.4%[17.4 µM]	3.9%[11.4 µM]	x	-3.9%[17.5 µM]	6.2%[14.2 µM]	x	5.5%[13.5 µM]	CCOC(=O)CN1C(=O)N[C@@H](c2cccc(C(F)(F)F)c2)[C@H](C(=O)OC)[C@H]1C
-3.6%	-2.9%	u	-16.8%	-6.1%	31.1%[activator]	-10.3%	1.4%	COc1ccc(CCn2c(-c3ccco3)nc3nc4ccccc4nc32)cc1OC
-6.8%[1.84 µM]	-8.3%	3.7%	-9.7%	-10.0%	8.7%	6.6%	1.3%	Cc1ccccc1NC(=S)N(CCCN1CCC(C)CC1)Cc1ccco1
-25.3%	1.2%	u	1.5%	2.9%	2.5%	2.1%	-9.3%	CN1/C(=C\C(=O)c2cccs2)C(C)(C)c2ccccc21
-0.1%	5.4%	6.5%	-6.6%	7.3%	7.0%	4.2%	u	CCOc1ccccc1NC(=O)CSc1c(C)n[nH]c1C
13.4%	1.0%	-3.3%	-4.0%	-1.3%	3.9%	-1.0%	12.3%	Cc1nc2c(c(C)c1C#N)C(=O)c1ccccc1-2
22.4%	-4.1%	u	-1.8%	-14.3%	7.5%	-4.7%	-2.1%	COc1ccccc1NCCC(=O)OCC(=O)NCc1ccco1
21.2%	7.9%	1.3%	7.1%	4.0%	6.3%	4.97µM*	5.4%	COCCNc1c(-c2ccc(OC)cc2)nc2ccc(Cl)cn12
11.2µM*	-2.0%	-1.4%	-5.1%	2.4%	-3.5%	4.0%	8.91µM*	O=C(CSc1cccc[n+]1[O-])Nc1cc2c(cc1Cl)C(=O)c1ccccc1C2=O
-6.5%	-11.6%	0.0%	3.3%	6.0%	3.5%	3.0%	14.7%	COc1cccc(COc2ncnc3sccc23)c1
x	-0.6%	-17.5%	x	-1.4%	6.9%	-5.7%	x	Cc1[nH]n(-c2ccccc2)c(=O)c1C(=O)c1ccccc1
11.1%	-3.4%	u	6.7%	-10.0%	18.4%	7.3%	8.91µM*	Cc1cc([N+](=O)[O-])c2c(c1C)C1C=CCC1C(c1ccccn1)N2 (stereo unspecified)
-25.0%	0.1%	3.5%	u	-6.8%	23.5%	-2.1%	u	Cc1ccc(S(=O)(=O)N2CCN(C3CC(=O)N(CCc4ccccc4)C3=O)CC2)cc1C (stereo unspecified)
0.0%	-1.5%	4.9%	-3.3%	1.0%	-19.1%	3.7%	6.2%	CC(=O)c1cccc(NS(=O)(=O)c2c(C)n[nH]c2C)c1
27.2%	4.5%	7.9%	-0.5%	5.9%	8.2%	-16.6%	12.6%	CCCc1nn(CCc2ccccn2)c(N)c1CC
